Compound activity from PubChem BioAssay.
GAA inh: inhibitors of human lysosomal alpha-glucosidase | P10253 | purified human GAA, 4-MU-alpha-glucoside fluorescence | 0.005% of 200,000 active | AID 1466 | Potency, µM (series often up to 76.9 µM), for the others: at the highest dose activity change, negative = inhibition, most hits filed as inhibitors;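 further: plate controls were uninhibited enzyme wells for no effect and no-enzyme background for full effect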
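Activity normalized between no-enzyme (basal) and enzyme-only wells. Conditions: 4 nM human enzyme, 400 uM fluorogenic substrate, citrate/phosphate pH 5.0 with Tween-20, 20 min room temperature, compounds up to 77 uM.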
GoLoco inh red: blocks human Gai1 binding to RGS12 GoLoco peptide, red readout; P63096; Gai1:RGS12 GoLoco peptide FP, rhodamine, 10 min; Potency, µM (series often up to 61.6 µM), for inactives: at the highest dose activity, negative = inhibition, hits mostly inhibitors; 0.44% of 230,000 active; AID 880; active means well fitted inhibition curve with a large enough effect, not every such curve was filed as active; inactive means no such curve, though single readings can be large or run the other way; further: nearly all actives have a fitted effect of over 30% in size; many of its hits are not listed in these tables
Target sequence (P63096 whole entry, looked up): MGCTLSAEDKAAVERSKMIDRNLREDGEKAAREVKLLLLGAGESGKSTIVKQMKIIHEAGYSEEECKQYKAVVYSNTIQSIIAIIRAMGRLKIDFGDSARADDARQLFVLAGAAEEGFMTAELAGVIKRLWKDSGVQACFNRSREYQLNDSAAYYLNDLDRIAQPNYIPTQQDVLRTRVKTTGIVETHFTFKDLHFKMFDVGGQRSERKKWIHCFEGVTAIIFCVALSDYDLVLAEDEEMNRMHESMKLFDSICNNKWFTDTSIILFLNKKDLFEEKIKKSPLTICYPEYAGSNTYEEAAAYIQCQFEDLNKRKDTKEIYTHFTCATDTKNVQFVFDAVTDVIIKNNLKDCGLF
L3MBTL1 inh: L3MBTL1 (human) inhibition. AlphaScreen L3MBTL1–H3K9me1 peptide binding. Potency, µM (titrated, usually from 57.1 µM), for the others: top-dose activity, negative = inhibition, hits mostly inhibitors. 0.66% of 230,000 active. AID 485360; further: nearly all actives have a fitted effect of over 60% in size
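Read-out is AlphaScreen signal from streptavidin donor and nickel chelate acceptor beads (10 ug/mL final each) bridging L3MBTL1 (50 nM) and biotinylated K9-monomethylated H3(1-15) peptide (75 nM), after 30 min compound exposure at room temperature.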
TRb-SRC2 inh: disrupts binding of human TR beta to SRC2; P10828; TRbeta-SRC2 peptide binding, fluorescence polarization; receptor liganded with 1 µM T3; Potency, µM (series often up to 106 µM), for the others: at the top dose activity change, negative = inhibition, most hits filed as inhibitors; 0.065% of 280,000 active;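 further: plate controls were bound peptide for no effect and peptide without receptor for full effect; nearly all actives have a fitted effect of over 50% in size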
Target sequence (P10828 whole entry, looked up): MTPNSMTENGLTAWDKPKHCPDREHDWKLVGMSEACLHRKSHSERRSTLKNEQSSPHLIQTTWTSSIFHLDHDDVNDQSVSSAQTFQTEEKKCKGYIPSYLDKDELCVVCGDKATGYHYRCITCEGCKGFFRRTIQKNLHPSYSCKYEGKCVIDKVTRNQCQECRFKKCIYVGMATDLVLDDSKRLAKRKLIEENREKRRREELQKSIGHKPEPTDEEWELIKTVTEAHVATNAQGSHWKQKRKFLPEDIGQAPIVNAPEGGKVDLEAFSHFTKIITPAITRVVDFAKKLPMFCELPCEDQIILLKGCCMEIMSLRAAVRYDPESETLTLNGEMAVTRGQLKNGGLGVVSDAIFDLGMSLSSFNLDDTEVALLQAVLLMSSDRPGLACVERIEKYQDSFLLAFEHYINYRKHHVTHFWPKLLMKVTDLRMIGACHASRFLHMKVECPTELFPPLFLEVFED
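Assay buffer: 20 mM Tris-HCl, 100 mM NaCl, 10% glycerol, 1 mM EDTA, 0.01% NP-40, 1 mM DTT, 1 uM T3, 5% DMSO; TRb LBD 0.6 uM, Texas Red SRC2 20 nM; FP after 5 hr.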
GAA glycogen: alters human alpha-glucosidase cleavage of glycogen. AID 2100. 0.38% of 300,000 active. recombinant GAA, glycogen substrate, Amplex Red glucose oxidase fluorescence. Potency, µM (highest dose often 76.4 µM), inactives show at the highest dose activity change, negative = inhibition, actives largely listed as inhibitors;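 further: 0% = full enzyme reaction and -100% = no-enzyme basal signal; the screen sought inhibitors and activators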
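Natural-substrate format: glycogen cleavage by 4 nM human enzyme, glucose read by Amplex Red coupling (Ex 573, Em 610 nm). Normalized to enzyme and no-enzyme controls.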
TR SRC2 fluor cs: alters Texas Red total fluorescence, flagging assay interference. TRb/SRC2 Texas Red total fluorescence interference. Potency, µM (top dose mostly 106 µM), inactives show at the top dose fluorescence change, negative = quenching. 0.29% of 280,000 active. AID 1479; active means well fitted curve in either direction with a large enough effect; inconclusive means small, poorly fitted or top-dose-only effect
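Flags fluorescent or light-absorbing compounds by total fluorescence, S + 2P, at 555 nm excitation and 632 nm emission. Mixture: 20 nM Texas Red SRC2 peptide, 0.6 uM human TRb LBD, 1 uM T3, 5% DMSO; compound exposure 5 h at ambient temperature.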
RECQ1 inh: inhibitors of human RECQ1 DNA helicase | 0.54% of 240,000 active | Potency, µM (doses to about 57.3 µM), for the others: at the top dose activity, negative = inhibition, most hits filed as inhibitors | RECQ1 DNA unwinding, red fluorescence kinetic read | AID 2549 | P46063;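 further: plate controls were vehicle for no effect and no enzyme for full effect; nearly all actives have a fitted effect of over 30% in size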
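RECQ1T1 50 nM; forked duplex (20 bp + 30-nt ss tails) 200 nM, ATP 2 mM final; pH 8.0, 2 mM MgCl2, 2.5 ug/ml poly(dI-dC); 15 min compound preincubation; discontinuous kinetic read over 2 h at RT.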
aGlu spleen mod: inhibits or activates alpha-glucosidase in human spleen homogenate. human spleen homogenate, 4-MU-alpha-glucoside fluorescence. Potency, µM (doses to about 79.9 µM), for inactives: top-dose activity change, negative = inhibition, usual class: inhibitors. 0.006% of 240,000 active;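 further: 0% = enzyme with vehicle and -100% = no enzyme basal signal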
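Human spleen homogenate (1 ug) with 4-methylumbelliferyl-alpha-D-glucopyranoside (1 mM final) in 50 mM citrate/phosphate pH 5.0, 0.01% Tween-20; 40 min at 37 C. Stopped at pH 10; 4-MU fluorescence Ex 365/Em 440 nm; AC50 by Hill fit.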
An asterisk follows results filed as active; i = inactive; ? = inconclusive; · = not tested or not shown; [ ] = dose if it differs, or a comment. Unless noted, the call rests on the fitted dose curve; in most records, active means well fitted curve in the direction sought with a large enough effect; inconclusive means small, poorly fitted or top-dose-only effect, or another doubt; inactive means no such curve, though single readings can be large; an effect the other way counts as inactive or inconclusive. Unless noted, on the % scale 0 is the no-effect control and ±100 the full control effect; potency means the concentration at half of the fitted maximal effect.

SMILES	GAA inh	GoLoco inh red	L3MBTL1 inh	TRb-SRC2 inh	GAA glycogen	TR SRC2 fluor cs	RECQ1 inh	aGlu spleen mod
NS(=O)(=O)c1cc(C(=O)OCC(=O)Nc2ccc(N3CCCCC3)cc2)ccc1Cl	5%	-5%	-25%	4%	-3%	-1%	-3%	0%
CCCCNC(=O)CSc1nccn1Cc1ccccc1	2%	13%	·	-4%	5%	-2%	2%	2%
CN(C)CCNC(=O)c1cccc(S(=O)(=O)Nc2ccc(F)cc2)c1	4%	-5%	-6%	-6%	-7%	2%	-3%	-4%
CN1C[C@H](C(=O)N[C@@]2(C)O[C@@]3(O)C4CCCN4C(=O)C(Cc4ccccc4)N3C2=O)C[C@H]2c3cccc4[nH]cc(c34)C[C@H]21 (stereo partly drawn)	·	-1%	·	-1%	·	-1%	16%	-7%
COc1cc(Cl)c(C)cc1NC(=O)COC(=O)c1cc[n+]([O-])cc1	7%	22%	-22%	-1%	-3%	-1%	0%	5%
COc1ccc(OC)c(C(C)NC(=O)Nc2cccc(C(C)=O)c2)c1 (stereo not drawn)	-2%	5%	-1%	3%	-7%	0%	-5%	7%
COc1ccc(C(=O)NN(C)c2nc(C(F)(F)F)nc3ccccc23)cc1	-16%	1%	3%	3%	25%	2%	12%	1%
CCOC(=O)COc1ncn(-c2ccccc2)n1	11%	9%	·	5%	4%	1%	i	-9%
Fc1ccc(Nc2nc(-c3ccncc3)nc3ccccc23)cc1F	8%	20%	16%	-2%	6%	-4%	-10%	0%
O=C(Cn1c2[n+](c3ccc(C(F)(F)F)cc31)CCCCC2)c1cccc([N+](=O)[O-])c1	-5%	6%	-7%	6%	4%	-5%	-1%	-9%

Entries shown so far containing an aryl methoxy group, in the order listed:
SMILES	GAA inh	GoLoco inh red	L3MBTL1 inh	TRb-SRC2 inh	GAA glycogen	TR SRC2 fluor cs	RECQ1 inh	aGlu spleen mod
COc1cc(Cl)c(C)cc1NC(=O)COC(=O)c1cc[n+]([O-])cc1	7%	22%	-22%	-1%	-3%	-1%	0%	5%
COc1ccc(OC)c(C(C)NC(=O)Nc2cccc(C(C)=O)c2)c1 (stereo not drawn)	-2%	5%	-1%	3%	-7%	0%	-5%	7%
COc1ccc(C(=O)NN(C)c2nc(C(F)(F)F)nc3ccccc23)cc1	-16%	1%	3%	3%	25%	2%	12%	1%

Retrieved by compound from above:
SMILES	GAA inh	GoLoco inh red	L3MBTL1 inh	TRb-SRC2 inh	GAA glycogen	TR SRC2 fluor cs	RECQ1 inh	aGlu spleen mod
CN1C[C@H](C(=O)N[C@@]2(C)O[C@@]3(O)C4CCCN4C(=O)C(Cc4ccccc4)N3C2=O)C[C@H]2c3cccc4[nH]cc(c34)C[C@H]21 (stereo partly drawn)	·	-1%	·	-1%	·	-1%	16%	-7%
O=C(Cn1c2[n+](c3ccc(C(F)(F)F)cc31)CCCCC2)c1cccc([N+](=O)[O-])c1	-5%	6%	-7%	6%	4%	-5%	-1%	-9%
COc1ccc(OC)c(C(C)NC(=O)Nc2cccc(C(C)=O)c2)c1 (stereo not drawn)	-2%	5%	-1%	3%	-7%	0%	-5%	7%
COc1cc(Cl)c(C)cc1NC(=O)COC(=O)c1cc[n+]([O-])cc1	7%	22%	-22%	-1%	-3%	-1%	0%	5%
CCOC(=O)COc1ncn(-c2ccccc2)n1	11%	9%	·	5%	4%	1%	i	-9%
NS(=O)(=O)c1cc(C(=O)OCC(=O)Nc2ccc(N3CCCCC3)cc2)ccc1Cl	5%	-5%	-25%	4%	-3%	-1%	-3%	0%

Further records follow.
SMILES	GAA inh	GoLoco inh red	L3MBTL1 inh	TRb-SRC2 inh	GAA glycogen	TR SRC2 fluor cs	RECQ1 inh	aGlu spleen mod
CCCCCCCCC(=O)N/N=C/c1cccc(Br)c1	-5%	0%	-5%	-4%	-1%	-2%	3%	5%
Cc1cc(C(=O)CN2C(=O)NC3(CCCCC3)C2=O)c(C)n1Cc1ccco1	0%	7%	-14%	3%	-5%	2%	i	-4%
CCCCNC(=O)Cn1cnc2ccc(S(=O)(=O)N3CCC(C)CC3)cc2c1=O	0%	11%	·	-6%	5%	-6%	i	-3%
CCS(=O)(=O)c1ccc(Sc2nncn2C)c([N+](=O)[O-])c1	6%	18%	25%	-5%	-1%	1%	-11%	-4%
O=C(NCc1ccc(F)cc1)C(=O)NCC1OCCN1C(=O)c1cccs1 (stereo not drawn)	6%	6%	-3%	3%	4%	7%	-1%	-12%
CCCNC(=O)c1cc(C)no1	1%	-4%	·	-6%	-13%	1%	-1%	-5%
CCOC(=O)C1CCCN(CCC(=O)Nc2c(C(=O)OC)[nH]c3cc(OC)ccc23)C1 (stereo not drawn)	-5%	-5%	13%	4%	-4%	1%	i	-1%
COc1cccc(/C=N/NC(=O)C(c2ccncc2)N2CCOCC2)c1 (stereo not drawn)	·	-1%	13%	0%	-7%	-4%	10%	2%
Cc1cc(NC(=O)CSc2nnc(-c3cccnc3)n2N)no1	-25%	2%	·	0%	2%	3%	-15%	0%
O=c1cc(CO)[nH]cc1OCc1ccccc1	-2%	7%	9%	-6%	5%	-3%	0%	-3%
Cc1cc(C)n(-c2nc3ccccc3nc2Nc2ccc3[nH]c(=O)[nH]c3c2)n1	-9%	6%	26%[11.4 µM]	3%	3%	-2%	11%	-3%
CCN(CC)CCC(=O)Nc1cccc2c1C(=O)c1ccccc1C2=O	?	37%[activator]	-9%	-9%	-2%	-15%	-21%	-4%
CC1CCC(NC(=O)c2ccc(CNc3c(NC4CCCCC4)c(=O)c3=O)cc2)CC1 (stereo not drawn)	-11%	1%	1%	5%	8%	-2%	3%	-7%
Cc1cc(O)c(C=O)c(O)c1C(=O)O	·	5%	·	-5%	·	0%	-7%	3%
COc1cc(OC)cc(C(=O)Nc2ccccc2-c2nnn(CC(N)=O)n2)c1	-5%	-1%	4%	-6%	16%	-8%	i	1%
Cc1cc(C)nc(NS(=O)(=O)c2ccc(NC(=O)Nc3ccccc3F)cc2)n1	?	6%	-2%	5%	-1%	-2%	-5%	-6%
COC(=O)Cc1ccc(NC(=O)c2ccc(C)c(C)c2)cc1	-1%	10%	·	-14%	-6%	2%	-5%	1%
CC(C)N=C(NS(=O)(=O)NC(=O)c1ccccc1)c1ccccc1	1%	9%	·	1%	-6%	0%	2%	6%
Nc1nonc1-n1nnc(C(=O)N/N=C/c2ccccc2Cl)c1COc1ccc(F)cc1	·	0%	·	11%	-12%	-2%	-10%	3%
O=C(OCC(=O)N1CCOCC1)c1c(Cl)ccc(Cl)c1Cl	5%	2%	2%	4%	-10%	1%	0%	0%

Taken from above.
COC(=O)Cc1ccc(NC(=O)c2ccc(C)c(C)c2)cc1 – TR SRC2 fluor cs = 2%
CCN(CC)CCC(=O)Nc1cccc2c1C(=O)c1ccccc1C2=O – RECQ1 inh = -21%

Remaining list, next part:
SMILES	GAA inh	GoLoco inh red	L3MBTL1 inh	TRb-SRC2 inh	GAA glycogen	TR SRC2 fluor cs	RECQ1 inh	aGlu spleen mod
CCNCC(=O)Nc1ccc(N2CCOCC2)cc1	1%	-3%	11%	-7%	-4%	-2%	i	-1%
Cc1cc2c(cc(C(=O)OCC(=O)NCc3cccs3)n2C(C)C)o1	-9%	-19%	-8%	-4%	-19%	-1%	-14%	-1%
CN(C)/C=C1\C(=O)N(c2ccc([N+](=O)[O-])cc2)N=C1c1ccccc1	-12%	-8%	-8%	-3%	1%	-4%	4%	2%
C#CCOCCOCCOCCNc1nc(N2CCN(C(=O)C(CCC(=O)O)n3cc(C(N)CC(C)C)nn3)CC2)nc(N2CCN(C(=O)C(Cc3cc4ccccc4[nH]3)n3cc(C(N)Cc4ccc(O)cc4)nn3)CC2)n1 (stereo not drawn)	·	3%	-29%	-9%	4%	-2%	i	0%
COc1ccc(CCNC(=S)Nc2ccc(C)cc2C)cc1	11%	1%	0%	-6%	5%	0%	-13%	3%
Cc1ccc(OCCn2nc3ccccc3n2)c(C)c1	-5%	6%	42%[activator]	-6%	-3%	1%	6%	1%
CC1CC(C)CN(CCC(=O)Nc2ccc3c(c2)CCC3)C1 (stereo not drawn)	?	-2%	-3%	-6%	3%	-4%	17%	3%
O=C(O)C(C(=O)/C=C/c1ccco1)=C1SCCS1	-4%	0%	?	-7%	-4%	-10%	?	-10%
COc1ccc(C(=O)COC(=O)CN2C(=O)C3C4C=CC(C5CC45)C3C2=O)cc1 (stereo not drawn)	5%	2%	-2%	-3%[53 µM]	6%	-1%[53 µM]	2%	0%
CCNC(=S)NNC(=O)c1cccn(Cc2ccc(Cl)cc2)c1=O	-5%	7%	-3%	5%	-12%	0%	i	-5%
O=C(c1nc2ccccn2c1CNCCCn1nnc2ccccc21)N1CCOCC1	0%	13%	2%	-6%[53 µM]	-5%	-2%[53 µM]	-4%	-7%
C/C(CC(=O)NC1CCCCCC1)=N\NC(=O)c1cnccn1	0%	7%	6%	8%	?	-3%	-5%	-3%
COc1ccccc1OCCCn1c(=O)sc2ccccc21	-3%	0%	16%	2%	0%	-5%	-6%	-6%

Some of the compounds tested. The share of hits here may be higher or lower than overall.
